Screening data (PubChem)
ARNT-TACC3 inh: disruptors of ARNT/TACC3 protein interaction, primary screen, biochemical, AlphaScreen, single concentration. Transforming acidic coiled-coil-containing protein 3 (Homo sapiens), Q9Y6A5. AlphaScreen His-ARNT PAS-B/GST-TACC3 binding, luminescence; TACC3 fragment carries E629A point mutation. inhibition, % at 9.99 µM. actives 0.66% (n = 390,000);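 active = mean inhibition of replicates at least 50% and at least half of replicates each reaching 50%; inconclusive = half or more replicates reach 50% but mean below 50%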;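 also: 0% = complete ARNT plus TACC3 wells and 100% = ARNT alone without TACC3; many hits fall short of the cut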
esBAF inh: Bmi1 luciferase reporter increase in mESCs, primary screen, esBAF inhibitor project, mouse ES cells, Bmi1 luciferase knock-in, single point; 24 h; 100% = twice the neutral-well signal; reporter increase, % at 12.5 µM; actives 2% (n = 350,000); in the data active = activation above about 40%; inconclusive = no clear call, values can overlap the other calls;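 also: 0% = median of the plate's neutral control wells and 100% = double that signal; a rise in the Bmi1 reporter signal indicates esBAF inhibition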
RAD52 inh: RAD52 DNA annealing inhibitors, primary screen, biochemical, FRET, single point, set 2 | DNA repair protein RAD52 homolog (Homo sapiens), P43351 | recombinant RAD52 DNA annealing, FRET fluorescence | inhibition, % at 18.7 µM | actives 0.46% (n = 360,000);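 active = every replicate showing at least 50% inhibition; inconclusive = mean inhibition at least 50% but not in every replicate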
E-selectin induc: E-selectin induction in HUVECs, primary screen, imaging, HUVEC, immunofluorescence imaging, single point. P16581. normalized: neutral wells 0, TNF-alpha wells 100. activation, % at 7.58 µM. actives 0.37% (n = 260,000);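 active = mean E-selectin-positive cell signal at least 10% of the positive control, reached in at least 60% of replicates, without over 20% cell loss; inconclusive = no rule given, readout overlaps actives, possibly toxicity-flagged; inactive = the rest, including those meeting only one limit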;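 also: in these data hits start at about 27%; measured in HUVEC primary endothelial cells; signal is the percent of cells scored E-selectin positive by PE staining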
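material = human umbilical vein endothelial cells (HUVEC), E-selectin induction | quantity = 3,000 cells/well | medium = EGM-2 growth medium on 0.1% gelatin-coated wells | technique = immunofluorescence imaging | read-out basis = % PE-positive cells | control set = TNF-alpha positive control, DMSO neutral control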
ERp5 inh: inhibitors of ERp5-driven insulin aggregation, primary screen, biochemical, turbidity, absorbance 650 nm, single point. 90 min. inhibition, % at 9.99 µM. actives 0.05% (n = 350,000). Protein disulfide-isomerase A6 (Homo sapiens), Q15084;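 active = mean replicate inhibition above about 25%, with every replicate also reaching it, limit read from the data, passing the limit was not always enough; inconclusive = only one of those two criteria met; inactive = neither criterion met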
Target sequence (Q15084 whole entry, looked up): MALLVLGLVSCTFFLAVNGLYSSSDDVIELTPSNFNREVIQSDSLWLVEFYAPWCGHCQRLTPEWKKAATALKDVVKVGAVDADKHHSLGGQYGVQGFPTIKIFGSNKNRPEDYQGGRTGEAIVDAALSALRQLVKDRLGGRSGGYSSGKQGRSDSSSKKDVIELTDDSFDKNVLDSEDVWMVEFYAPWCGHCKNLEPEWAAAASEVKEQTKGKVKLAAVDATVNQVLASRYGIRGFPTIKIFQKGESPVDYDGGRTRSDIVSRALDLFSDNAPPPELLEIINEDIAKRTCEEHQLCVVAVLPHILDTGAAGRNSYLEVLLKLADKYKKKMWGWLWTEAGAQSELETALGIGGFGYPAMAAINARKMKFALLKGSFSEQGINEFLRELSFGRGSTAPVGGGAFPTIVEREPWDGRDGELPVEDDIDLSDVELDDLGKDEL
Casp6 inh: human caspase-6 inhibitors, primary screen, biochemical, VEID-R110 fluorescence, single point, set 2 | P55212 | purified caspase-6, Z-VEID-R110 cleavage fluorescence | inhibition, % at 12.5 µM | actives 0.53% (n = 350,000);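 active = mean inhibition across replicates at least about 35%, with every replicate also reaching that limit, limit read from the data; inconclusive = only one of the two criteria met; inactive = neither criterion met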;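 also: 0% = median of neutral control wells and 100% = no fluorescence left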
Target sequence (P55212 24-179 limits assumed): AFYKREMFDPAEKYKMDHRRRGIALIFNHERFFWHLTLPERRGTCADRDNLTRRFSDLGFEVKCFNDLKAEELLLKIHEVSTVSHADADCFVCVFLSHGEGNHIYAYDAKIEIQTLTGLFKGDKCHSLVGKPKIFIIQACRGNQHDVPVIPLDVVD
Target sequence (P55212 194-293 limits assumed): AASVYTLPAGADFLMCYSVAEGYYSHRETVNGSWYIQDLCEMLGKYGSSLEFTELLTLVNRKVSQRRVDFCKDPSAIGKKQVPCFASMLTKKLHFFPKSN
RAD54 inh: inhibitors of human RAD54 branch migration, primary screen, biochemical, fluorescence, single point. actives 0.14% (n = 360,000). inhibition, % at 10.4 µM. RAD54 Holliday junction branch migration, FAM/BHQ fluorescence. DNA repair and recombination protein RAD54-like (Homo sapiens), Q92698;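 active = mean normalized replicate activity at least 40 and at least half of replicates scoring 40 or more; inconclusive = only one of the two criteria met; inactive = mean below 40 and under half of replicates reaching 40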;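 also: 0% = median of neutral control wells and 100% = median of positive control wells; inhibitors cause a drop in the FAM fluorescence signal; in these data hits start at about 50%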
PglD DTNB: C. jejuni PglD acetyltransferase inhibitors, primary screen, biochemical, DTNB colorimetric, single point | inhibition, % at 12.5 µM | UDP-N-acetylbacillosamine N-acetyltransferase PglD (Campylobacter jejuni) | purified PglD enzyme, DTNB colorimetric CoA detection | actives 0.098% (n = 360,000); in the data active = inhibition above about 16%, passing the limit was not always enough; inconclusive = no clear call, values can overlap the other calls; also: strong numbers were not always called active
* hit, by the source's call; ? = inconclusive; · = no result given.

SMILES	ARNT-TACC3 inh	esBAF inh	RAD52 inh	E-selectin induc	ERp5 inh	Casp6 inh	RAD54 inh	PglD DTNB
Cc1ccc(-n2nc3c(=O)n(C(C)C(=O)NCc4ccccc4Cl)nc(C)c3c2C)cc1 (stereo unspecified)	8	-2	-4	1.8	0	2	1	2
O=C(Nc1ccccc1C(=O)N/N=C/c1ccco1)c1ccc(Cl)cc1	-4	·	-11	-7.7	1	-2	·	·
CCCC#Cc1cnc2c(c1)C(=O)N([C@H](C)CO)C[C@H](C)[C@@H](CN(C)C(=O)Cc1ccncc1)O2	-3	-2	-5	0.0	-1	0	-8	7
O=C(NC1CCCCC1)c1cc([N+](=O)[O-])ccc1N1CCCC1	1	·	-15	0.0	2	-3	-3	-3
Cc1ccc(S(=O)(=O)N[C@@H]2C=C[C@H](CC(=O)N3CCN(c4ccccc4)CC3)O[C@H]2CO)cc1	·	-6	1	-0.1	2	0	-2	-1
O=C(CSc1nc2ccccc2nc1N1CCCCC1)N1CCN(c2ccccc2)CC1	0	-2	-13	-0.1	0	-3	10	-7
Cc1ccc(S(=O)(=O)N2CCOCC2)cc1C(=O)Nc1ccncc1	1	-8	-13	-0.5	-5	-4	1	9
Cc1n[nH]c(=O)c2c(NC(=O)COC(=O)COc3cccc(Br)c3)oc(C)c12	-3	0	-17	·	11	0	5	0
O=C(C1=C[C@@H](c2ccc(C(F)(F)F)cc2)C[C@@H](OCCCCO)O1)N1CCN(Cc2ccccc2)CC1	-7	-3	-38	-0.1	2	-1	-11	-4
O=C1CCc2cc(NS(=O)(=O)c3ccc(Br)cc3)cc3c2N1CC3	4	0	5	0.1	-2	7	-13	1
COc1ccc2c(c1)OC[C@H]1[C@H]2N2C(=O)c3ccccc3NC(=O)[C@@]2(C)[C@H]1c1ccccc1	-10	-16	-8	0.3	-6	6	2	3
COc1ccc(S(=O)(=O)Nc2ccc3c(c2)C(=O)N([C@H](C)CO)C[C@@H](C)[C@@H](CN(C)C(=O)c2ccncc2)OCCCC[C@H](C)O3)cc1	-10	0	-5	0.0	1	4	0	1
COc1ccc(-c2cc(C(F)(F)F)n3nc(C(=O)NCCCn4ccnc4)cc3n2)cc1	6	7	·	·	·	·	11	5
CCS(=O)(=O)c1ccc(O)c(NC(=O)CCCC(=O)O)c1	8	-3	-16	-0.1	-3	8	-1	7
C/C(=C\C(=O)c1ccc(C)o1)Nc1ccc(C(=O)O)cc1C	-4	6	·	·	·	·	-8	-2
COc1ccc2c3c(n(C)c2c1)[C@@H](CO)N(C)CC31CN(CC2CC2)C1	·	·	9	0.2	1	-6	·	·
CO[C@@H]1CN(C)C(=O)c2cc(NC(=O)C3CCOCC3)ccc2OC[C@@H](C)N(CC2CC2)C[C@@H]1C	0	5	13	0.2	-1	-12	0	-1
CN(Cc1ccccc1)S(=O)(=O)c1cn(C)cn1	-7	·	-12	0.1	-5	1	·	·
CNC[C@H]1Oc2ccc(NC(=O)Cc3cn(C)c4ccccc34)cc2C(=O)N([C@@H](C)CO)C[C@H]1C	-3	-1	3	0.1	0	0	-3	3
Clc1ccc(Nc2ccc(NCc3ccccc3)nn2)cc1	2	·	-7	-0.1	0	-2	·	·
COc1ccc(CC(=O)NNC(=O)COc2ccc3ccccc3c2)cc1	3	·	-12	·	7	-2	·	·
O=C(NCc1ccncc1)c1ccc(NS(=O)(=O)c2cccc([N+](=O)[O-])c2)cc1	18	-5	-5	0.2	0	1	17	-1
CCC(=O)N1CC2(CCN(C(=O)CN3CCOCC3)CC2)c2c([nH]c3cc(OC)ccc23)[C@H]1CO	·	·	-2	0.0	-2	2	·	·
COc1ccccc1OCCC(=O)OCC(=O)Nc1ccc2c(c1)OCCO2	-5	·	-1	·	2	-3	2	-2
CCN(C(=O)C1CCCN(c2nc(-c3ccc(OC)cc3)no2)C1)c1ccccc1F (stereo unspecified)	15	4	-14	0.1	6	-2	2	-4
Cc1ccc(C(=O)OCC(=O)N2CCOCC2)cc1	0	40	-1	·	-1	2	-2	-3
COc1ccc(NS(=O)(=O)c2ccc(C(=O)Nc3c(C)n(C)n(-c4ccccc4)c3=O)cc2)cc1	-5	-4	0	·	3	1	8	-3
Cc1ccc(NC(=O)COC(=O)Cc2csc(-c3cccc(F)c3)n2)cc1C	-5	17	·	·	·	·	1	-6
COc1ccc(CN(C)C[C@H]2OCCCC[C@H](C)Oc3ccc(NC(=O)NC4CCCCC4)cc3C(=O)N([C@@H](C)CO)C[C@H]2C)cc1	7	3	2	15	-1	-2	20	-4
CCCOc1ccc(/C(O)=C2/C(=O)C(=O)N(CCCn3ccnc3)C2c2cccs2)cc1 (stereo unspecified)	-13	·	-17	·	-2	-1	·	·
COC(=O)c1ccc(C(=O)N2CCCC(CNC(=O)c3ccc(F)cc3)C2)cc1 (stereo unspecified)	-3	-4	-11	-0.7	2	1	2	-1
O=C(NCc1ccccc1Cl)C1CCC(CNc2nc(=S)[nH]c3ccccc23)CC1 (stereo unspecified)	-23	·	-7	-0.1	-5	3	·	·
NC(=O)C1CCN(C(=O)c2ccc(NC3=NC4CS(=O)(=O)CC4S3)cc2)CC1 (stereo unspecified)	-6	1	-5	·	3	1	-3	-3
CCOC(=O)c1c(C)[nH]c(C(=O)OCC(=O)NC(C)(C)C)c1C	3	·	-20	·	2	1	·	·
O=C(c1cccs1)N1CCN=C1SCc1ccc(Cl)cc1	4	·	11	·	-10	4	·	·
CN(C(=O)COC(=O)/C=C/c1ccccc1[N+](=O)[O-])c1ccccc1	11	·	4	·	-1	-2	·	·
CCn1[nH]c(=O)c(=Nc2c(C)n(C)n(-c3ccccc3)c2=O)cc1-c1ccc(Cl)cc1	1	3	·	·	·	·	-6	-4
O=C1CCCN1CCCNCC(=O)N1c2ccccc2Sc2ccccc21	3	2	·	·	·	·	-2	7
COc1ccccc1-c1cnc2c(c1)C(=O)N([C@@H](C)CO)C[C@H](C)[C@H](CN(C)Cc1ccc(C(=O)O)cc1)O2	-5	-6	-4	-0.1	3	7	-3	-3
Cc1ccc(-c2ccc([C@H]3[C@H](CO)N4CCCCN(C(=O)c5ccncc5)C[C@@H]34)cc2)cc1	2	·	-1	-0.2	1	3	-4	10

Exported as labelled records: part of the list above
CCCOc1ccc(/C(O)=C2/C(=O)C(=O)N(CCCn3ccnc3)C2c2cccs2)cc1 (stereo unspecified)
  ARNT-TACC3 inh: -13
  esBAF inh: ·
  RAD52 inh: -17
  E-selectin induc: ·
  ERp5 inh: -2
  Casp6 inh: -1
  RAD54 inh: ·
  PglD DTNB: ·

COC(=O)c1ccc(C(=O)N2CCCC(CNC(=O)c3ccc(F)cc3)C2)cc1 (stereo unspecified)
  ARNT-TACC3 inh: -3
  esBAF inh: -4
  RAD52 inh: -11
  E-selectin induc: -0.7
  ERp5 inh: 2
  Casp6 inh: 1
  RAD54 inh: 2
  PglD DTNB: -1

O=C(NCc1ccccc1Cl)C1CCC(CNc2nc(=S)[nH]c3ccccc23)CC1 (stereo unspecified)
  ARNT-TACC3 inh: -23
  esBAF inh: ·
  RAD52 inh: -7
  E-selectin induc: -0.1
  ERp5 inh: -5
  Casp6 inh: 3
  RAD54 inh: ·
  PglD DTNB: ·

New compounds follow.
SMILES	ARNT-TACC3 inh	esBAF inh	RAD52 inh	E-selectin induc	ERp5 inh	Casp6 inh	RAD54 inh	PglD DTNB
NC(=O)c1oc2ccccc2c1NC(=O)Cc1ccccc1	·	3	-7	·	1	-1	2	-1
O=c1c2c3c(sc2ncn1/N=C/c1ccc(Br)o1)CCCC3	-3	-7	·	·	·	·	-6	3
COc1ccc(CN(C)C[C@@H]2OCCCC[C@@H](C)Oc3ccc(NC(=O)Nc4cccc5ccccc45)cc3C(=O)N([C@H](C)CO)C[C@H]2C)cc1	3	-10	68	·	3	3	8	0
COCCNC(=O)[C@H]1[C@H](CO)[C@H]2Cn3c(cccc3=O)[C@@H]1N2Cc1cc(F)ccc1F	-5	-3	2	-0.1	-6	-8	10	-8
COc1ccc(NS(=O)(=O)c2cccs2)c(OC)c1	7	-3	·	·	·	·	-3	0
CC(C)(C)N(Cc1ccccc1)C(=O)c1ccc(Br)o1	-3	0	-8	2.6	3	-2	1	2
COc1ccc(-c2cn(CC[C@@H]3CC[C@H](NC(=O)CCN4CCCCC4)[C@H](CO)O3)nn2)cc1	0	3	0	0.0	0	-26	-3	2
O=C(COc1ccc(Br)cc1Cl)NC(=S)N1CCc2ccccc21	·	22	-69	0.4	1	-3	-1	2
CCCOc1ccc(-c2c(C(=O)N/N=C/C3CCCCC3)nnn2-c2nonc2N)cc1	5	1	-6	·	2	-1	-10	1
C[C@H](CO)N1C[C@H](C)[C@H](CN(C)CC2CCCCC2)Oc2ccc(NC(=O)c3ccncc3)cc2C1=O	·	-6	0	0.2	1	-1	3	1
C[C@@H]1CN([C@H](C)CO)C(=O)c2cc(C#Cc3ccccc3)cnc2O[C@H]1CN(C)C(=O)CN(C)C	10	1	26	1.0	5	-2	13	-4
Cc1[nH]c2c(Cl)cccc2c(=O)c1CN1CCCC1	-8	3	·	·	·	·	16	-5
COC(=O)C[C@@H]1CC[C@@H]2[C@@H](COc3ccc(NC(=O)c4cc(C)on4)cc3C(=O)N2C)O1	-10	4	-10	0.1	2	2	-3	0
COc1ccc(CNC(=O)c2ccc(-n3ccnc3)c3ccoc23)cc1OC	·	5	7	0.2	-5	8	3	-6
COc1ccc(Br)cc1CN(C)C(C)C(=O)Nc1cc([N+](=O)[O-])ccc1OC (stereo unspecified)	4	2	-1	·	-3	-5	·	·
COc1ccccc1N(C)S(=O)(=O)c1ccc(C(=O)NC2=NCCS2)cc1	0	14	·	·	·	·	-6	-4
CC(C)(C)NC(=O)CSc1nc2ccc(NC(=O)CSc3nnc(N)s3)cc2s1	3	·	-37	·	1	-2	·	·
COc1ccc(NC(=O)Nc2cccc3c2O[C@@H](CN(C)Cc2ccc4c(c2)OCO4)[C@@H](C)CN([C@@H](C)CO)C3=O)cc1	2	0	12	0.1	1	-2	-6	3
O=C(C[C@H]1CC[C@@H]2[C@H](COC[C@H](O)CN2C(=O)Nc2ccccc2)O1)NCc1ccccc1F	-1	1	-1	0.1	-4	0	12	1
NC(=O)CC[C@@H]1NC(=O)[C@@H]2CCCN2C(=O)c2cc([N+](=O)[O-])cc(I)c2NCCCC[C@@H](C(=O)NC(CC(=O)O)C(N)=O)NC1=O (stereo partly specified)	-2	0	·	·	·	·	-2	-3
COc1cc(/C=N/NC(=O)c2cccnc2)ccc1OC(=O)c1ccco1	0	-9	·	·	·	·	-13	2
COc1ccccc1-c1cc2c(c3c1ccn3C)C1CCC2C1 (stereo unspecified)	·	0	-7	-0.2	-3	-1	-4	-5
COc1ccc(NC(=O)C(c2cccc3ccccc23)n2c(=O)c(-c3ccco3)nc3ccccc32)cc1 (stereo unspecified)	·	·	-28	1.4	?	0	·	·
COc1ccc(C(=O)N2CCN(Cc3ccc4c(c3)OCO4)CC2)cc1[N+](=O)[O-]	-1	-3	-6	·	3	2	21	0
Cc1ccc(-c2csc(-c3cc(C)on3)n2)cc1	14	·	5	3.7	-1	-1	·	·

Random draw from the library; overall some 3.2% were active at least once.
